Screening results: PubChem BioAssay, National Center for Advancing Translational Sciences (NCATS)
KCNH2 WT inh = blocks the wildtype human KCNH2 potassium channel; Q12809; U2OS, BacMam KCNH2, thallium flux FluxOr; hits give low values; activity change, % at 1.84 µM; 0.37% of 340,000 active; AID 720551;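 active = maximum activity change below -70%; inconclusive = maximum activity change between -70% and -50%; inactive = maximum activity change above -50%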
Target sequence (Q12809 whole entry, looked up): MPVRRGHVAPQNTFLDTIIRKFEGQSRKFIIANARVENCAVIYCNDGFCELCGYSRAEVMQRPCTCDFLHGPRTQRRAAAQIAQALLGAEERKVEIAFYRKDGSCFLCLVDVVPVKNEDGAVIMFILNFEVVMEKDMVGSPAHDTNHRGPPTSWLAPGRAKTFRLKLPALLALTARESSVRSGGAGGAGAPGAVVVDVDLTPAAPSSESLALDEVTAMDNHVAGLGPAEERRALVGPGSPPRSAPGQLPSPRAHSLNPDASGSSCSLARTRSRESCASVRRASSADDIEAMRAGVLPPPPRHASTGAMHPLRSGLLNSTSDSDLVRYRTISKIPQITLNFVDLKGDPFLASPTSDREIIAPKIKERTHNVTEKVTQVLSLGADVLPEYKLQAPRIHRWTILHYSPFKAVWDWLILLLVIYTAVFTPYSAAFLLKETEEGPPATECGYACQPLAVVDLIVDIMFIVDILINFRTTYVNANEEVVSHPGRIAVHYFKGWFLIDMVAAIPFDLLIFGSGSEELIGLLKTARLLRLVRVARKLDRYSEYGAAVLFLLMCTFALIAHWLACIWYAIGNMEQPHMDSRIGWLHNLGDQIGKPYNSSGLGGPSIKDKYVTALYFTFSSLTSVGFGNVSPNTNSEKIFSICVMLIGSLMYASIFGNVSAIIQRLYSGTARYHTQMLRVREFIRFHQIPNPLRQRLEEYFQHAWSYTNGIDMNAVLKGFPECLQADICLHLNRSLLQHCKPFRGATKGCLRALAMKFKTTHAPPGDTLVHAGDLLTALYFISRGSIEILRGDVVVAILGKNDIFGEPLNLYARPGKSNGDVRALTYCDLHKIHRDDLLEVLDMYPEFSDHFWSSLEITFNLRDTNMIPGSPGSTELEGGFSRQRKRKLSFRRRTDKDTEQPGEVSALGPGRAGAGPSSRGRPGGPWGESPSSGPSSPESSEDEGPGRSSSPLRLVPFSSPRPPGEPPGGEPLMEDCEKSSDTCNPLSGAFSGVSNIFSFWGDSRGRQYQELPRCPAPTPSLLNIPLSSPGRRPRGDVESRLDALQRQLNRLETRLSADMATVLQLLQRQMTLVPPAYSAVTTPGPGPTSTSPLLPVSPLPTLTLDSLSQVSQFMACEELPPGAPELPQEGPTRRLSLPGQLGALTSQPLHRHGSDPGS
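U2OS cells transduced with wild-type KCNH2 virus are loaded with FluxOr dye for 45 min, and thallium flux is measured in kinetic reads before and after stimulation buffer. Rate constants are normalized to DMSO controls.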
KCNH2 3.1 block = inhibitors of human KCNH2 3.1 potassium channel isoform. 0.95% of 340,000 active. U2OS KCNH2 3.1, thallium flux FluxOr; hits give low values. AID 720553. activity change, % (tested at about 1.8 µM);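 active = maximum activity change below -70%; inconclusive = maximum activity change from -70% to -50%; inactive = maximum activity change above -50%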;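 note: thallium influx rate constant from kinetic fluorescence after stimulation buffer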
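Normalized rate constant (relative to positive and negative DMSO controls) derived from a 2 min kinetic fluorescence read after stimulation; U2OS cells expressing the 3.1 isoform via virus at 1.77 x 10^8 /mL.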
* = called active by the depositor; u = inconclusive. % is set by controls: 0 for no effect and ±100 for the full control effect.

mol	KCNH2 WT inh	KCNH2 3.1 block
O=C(NCC(c1ccco1)N1CCN(c2ccccc2)CC1)C1CCCCC1 (centres undefined)	-3	1
O=P(c1ccccc1)(c1ccccc1)c1ccccc1C(Br)Br	-13	-13
COc1ccc([C@H]2N[C@]3(CCCN(CC4CCCCC4)C3=O)[C@H]3C(=O)N(Cc4ccccc4)C(=O)[C@@H]23)cc1	-3	-5
COc1cc(/C=C/CNC[C@H]2O[C@@H](n3cc(C)c(=O)[nH]c3=O)C[C@@H]2O)ccc1O	-11	26
CC1(C)N=C(N)N=C(N)N1c1ccc(OCC(=O)N2CCOCC2)c(Cl)c1	-7	6
C[C@H]1CN([C@@H](C)CO)C(=O)CCCn2nncc2CO[C@H]1CN(C)C(=O)C1CCCCC1	8	-10
Cc1ccc([C@H]2N[C@]3(CCCN(CC4CCCCC4)C3=O)[C@H]3C(=O)N(C)C(=O)[C@@H]23)cc1	-10	9
O=C1CC=Nc2ccc([N+](=O)[O-])cc21	-3	8
O=S(=O)(NCCS(=O)(=O)N1CCN(c2ccc(F)cc2)CC1)c1ccccc1	19	-3
O=C(O)c1ccc(N2C(=O)c3ccccc3C2=O)cc1[N+](=O)[O-]	-4	3
COc1ccc(NC(=O)C[C@H]2C(=O)N(c3ccc(OC)cc3)C[C@@H]2c2ccc(Br)cc2)cc1	-7	-7
COc1ccccc1NC(=O)N(C)C[C@@H]1OCc2cnnn2CCCC(=O)N([C@@H](C)CO)C[C@@H]1C	-12	14
CSc1cccc(NC(=O)C2CCCN(S(C)(=O)=O)C2)c1 (centres undefined)	1	-22
CCOc1cccc(CN2CCC(Oc3ccc(C(=O)N4CCCC4)cc3)CC2)c1O	32	5
CC(C)C1C(=O)N(Cc2cn(CCC3OCCO3)nn2)CCS(=O)(=O)N1Cc1ccc(-c2ccc(Cl)c(Cl)c2)cc1 (centres undefined)	-7	14

Continued:
mol	KCNH2 WT inh	KCNH2 3.1 block
O=C(NCc1nnnn1-c1ccc(F)cc1)C(=O)c1c[nH]c2ccccc12	-5	-2
C[C@H](NC(=O)C1CCN(S(=O)(=O)c2ccccc2)CC1)C(=O)NCc1ccncc1	-6	9
Cc1ccc(C(=O)NCCc2nnc3ccc(SCC(=O)Nc4nnc(C)s4)nn23)cc1	-6	7
CCOC(=O)CC(=O)Nc1cc2ccc(OC)c(OC)c2cc1C(=O)OCC	-6	-3
O=C(COC(=O)c1c[nH]c2ccccc12)NCc1ccccc1	-1	12
C[C@@H]1CN([C@@H](C)CO)C(=O)CCCn2nncc2CO[C@@H]1CN(C)C(=O)Nc1cccc(C(F)(F)F)c1	-10	13
Cc1ccc(S(=O)(=O)CCC(=O)OCC(=O)Nc2sccc2C#N)cc1	1	10
Cc1cc(F)ccc1S(=O)(=O)N1CCCOC1CNC(=O)C(=O)NCCc1ccco1 (centres undefined)	22	3
O=C(CSc1n[nH]c(=O)n1CCc1ccccc1)NC1CCCC1	-34	13
CCCCN1C(=O)C(CC(=O)NC(c2ccccc2)c2ccccc2)CC(C(=O)N(C(C)C)C(C)C)=C1C (centres undefined)	2	-3
CCn1c(SCC(=O)NC2CC2)nnc1-c1ccccc1	-1	10
CCC(=O)N(C)C[C@H]1Oc2cc(-c3ccccc3F)ccc2S(=O)(=O)N([C@H](C)CO)C[C@H]1C	-14	-1
Cc1ccc([C@@H]2CC(=O)[C@@H]3CN(S(=O)(=O)c4ccc(C)cc4)[C@H](c4ccc(Cl)cc4)C[C@@H]3N2S(=O)(=O)c2ccc(Cl)cc2)cc1	-4	10
COc1ccc(NC(=O)COC(=O)C2COc3ccccc3O2)cc1OC (centres undefined)	1	5
O[C@H]1C[C@H](c2ccccc2)N(Cc2cccs2)C[C@@H]1n1cc(C2CC2)nn1	-1	-11

Continuation:
mol	KCNH2 WT inh	KCNH2 3.1 block
COCOCCn1cc(CN2CCS(=O)(=O)N(Cc3ccc(-c4ccccc4)cc3)C(CC(C)C)C2=O)nn1 (centres undefined)	-11	-29
COc1ccc([C@@H]2[C@@H](C)N(c3ccccc3)c3ccccc3C(=O)N2Cc2ccccc2)cc1	6	-23
CCCc1cc(C(=O)Nc2cccc(-c3nn[nH]n3)c2)sc1C	-10	10
C[C@@H]1CN([C@@H](C)CO)C(=O)c2cc(Br)cnc2O[C@H]1CN(C)C(=O)C1CC1	3	5
CSC[C@H]1CN(CCc2ccccc2)C(=O)[C@@H]1CC(=O)Nc1ccccc1	-2	-8
O=C(COc1cccc(Br)c1)N/N=C/c1ccc2c(c1)OCCO2	-24	-2
O=C(Nc1cccc(-n2cnnn2)c1)C1CCCN(C(=O)Cc2cccc(Cl)c2)C1 (centres undefined)	-2	7
O=C(Nc1ccc(Cl)cc1C(=O)c1ccccn1)c1ccccc1	-2	3
Cc1ccc([C@@H]2C[C@H]3[C@@H](CN2S(=O)(=O)c2ccc(C)cc2)C(=O)C[C@@H](c2ccccc2)N3S(=O)(=O)c2ccc(C)cc2)cc1	-10	-13
COCCCn1c(C(=O)NC2CCCCC2)cc2c(=O)n3cccc(C)c3nc21	0	6
Nc1nc(-c2ccccc2)nc2nonc12	-5	12
C[C@H]1CN([C@@H](C)CO)C(=O)CCCn2cc(nn2)CO[C@@H]1CN(C)C(=O)Nc1ccccc1	-24	13
COc1ccc(NC(=O)Nc2ccc3c(c2)C(=O)N([C@H](C)CO)C[C@@H](C)[C@@H](CN(C)C(=O)C2CCCCC2)OCCCC[C@H](C)O3)cc1	12	-1
O=C(OCC(=O)N1CCC(Cc2ccccc2)CC1)c1ccc(O)cc1	1	-2
CC(C)(C)c1ccc(-n2ncc3c2CCCC3NC(=O)CCC2=NNC(=O)CC2)cc1 (centres undefined)	-6	-8

Later entries.
mol	KCNH2 WT inh	KCNH2 3.1 block
COc1ccc(NC(=O)C[C@H]2C(=O)N(c3ccc(OC)cc3)C[C@@H]2CSC)cc1	-1	-5
O=C(C[C@@H]1C[C@@H]2c3cc(NC(=O)C4CCOCC4)ccc3O[C@@H]2[C@H](CO)O1)NCc1ccccn1	-1	-11
Cc1ccc(NC(=O)Cn2sc3ccccc3c2=O)cc1	13	9
CC(C)NC(=O)N(C)C[C@H]1Oc2cc(Br)ccc2S(=O)(=O)N([C@H](C)CO)C[C@H]1C	-22	25
CC(=O)c1cccc(OCc2cc(C(=O)N(C)Cc3nccs3)no2)c1	-6	0
COc1ccc2c(c1)CCC1(C)CC(=O)C(Br)=C21 (centres undefined)	2	-8
Cc1ccc(NC(=O)CSc2nnc(NC3CC3)s2)cc1S(=O)(=O)N1CCOCC1	6	13
COc1cc2nc3n(c(=O)c2cc1OC)-c1cc2ccccc2cc1C(=O)NC3Cc1ccccc1 (centres undefined)	22	-2
C[C@@H]1CN([C@H](C)CO)C(=O)CCCn2nncc2CO[C@@H]1CN(C)C(=O)Cc1ccccc1	2	1
CN(C)C(CNC(=O)c1cc(Br)c(Br)s1)c1ccco1 (centres undefined)	6	-2
CC(C)NC(=O)N(C)C[C@@H]1OCc2ccccc2-c2c(n(C)c3ccccc23)C(=O)N([C@@H](C)CO)C[C@@H]1C	-7	-27
CC(=O)c1ccc2ccccc2c1OC(=O)c1ccncc1	-2	0
CC1C(=O)N(Cc2cn(CCC3OCCCO3)nn2)CCS(=O)(=O)N1Cc1ccc(-c2ccc(Cl)cc2)cc1 (centres undefined)	11	-3
Cc1ccc(C)c(NC(=O)COC(=O)c2c(-c3ccccc3)noc2C)c1	3	1
Cc1cc(C)c2c(=O)n3c(nc2c1)C(C)NC(=O)c1cccnc1-3 (centres undefined)	-16	11

The listing continues:
mol	KCNH2 WT inh	KCNH2 3.1 block
COCCN(Cc1ccccc1)C(=O)c1cccc(S(=O)(=O)N2CCN(Cc3ccccc3)CC2)c1	7	-2
CCCCc1ccc(NC(=O)COC(=O)c2ccc3ncsc3c2)cc1	4	-1
CC(=O)N1CCN(c2ccc(NC(=O)c3cccc(F)c3)cc2)CC1	-14	4
Cc1ccc(CN(C)C(=O)CCNC(=O)c2ccc(Cl)cc2)o1	-17	14
Cc1cn([C@H]2C[C@H](O)[C@@H](CNC(=O)[C@H](N)C3CC3)O2)c(=O)[nH]c1=O	2	1
COc1ccc(CN(C)C(=O)C2CC(=O)N(c3ccc4c(c3)OCCO4)C2)cc1 (centres undefined)	3	-1
C[C@@H]1CN([C@@H](C)CO)C(=O)c2cc(Br)cnc2O[C@@H]1CN(C)S(=O)(=O)c1ccc(F)cc1	-10	1
CCCN(CC(=O)NC(=O)NCc1ccccc1)CC(=O)Nc1ccc(F)c(F)c1F	11	-9
O=C(COC(=O)/C=C/c1cccc(C(F)(F)F)c1)Nc1cccc(S(=O)(=O)NC2=NCCC2)c1	11	-1
Cc1ccc(/C(O)=C2\C(=O)C(=O)N(CCCN3CCOCC3)C2c2ccccc2F)cc1 (centres undefined)	-2	-3
Cc1ccccc1NC(=O)COC(=O)c1c(C)nn(-c2ccccc2)c1C	-7	-1
O[C@@H]1C[C@H](c2ccccc2)N(CC2CCCCC2)C[C@H]1n1cc(C2CC2)nn1	u	7
c1ccc(NN(Cc2ccccn2)c2ccccc2)cc1	-7	-3
O=C1CCC(C(=O)OCC(=O)Nc2ccc(SC(F)F)cc2)=NN1	4	2
O=c1c2ccccc2c2ccccc2c(=O)n1Cc1ccc2c(c1)OCO2	-3	-5

(continued)
mol	KCNH2 WT inh	KCNH2 3.1 block
C[C@@H]1CCCCO[C@H](CN(C)C(=O)NC2CCCCC2)[C@@H](C)CN([C@H](C)CO)C(=O)c2cc(NC(=O)c3ccccc3)ccc2O1	-19	27
Cn1c2ccccc2c(=O)c2ccc(Cl)cc21	1	-12
S=C(CSc1ccccc1)Nc1cccc2ccccc12	4	-2
Cc1ccc(S(=O)(=O)N2C[C@H]3[C@H]4C(=O)N(c5ccccc5)C(=O)[C@H]4C[C@H](OC(=O)NCC4CCCCC4)[C@@]3(O)C2)cc1	8	3
Cc1ccc(S(=O)(=O)N2CCCCC2)cc1NC(=O)c1ccco1	16	-39
O=C(O)c1ccccc1NC(=O)C1CCN(S(=O)(=O)c2ccc3c(c2)OCCO3)CC1	-1	-8
CC[C@H](C)[C@H]1CNC(=S)N1CC1CCN(CC)CC1	10	-19
O=C(NCCc1cn[nH]c1)c1ccc2oc(CCc3ccccc3)nc2c1	6	17
C(=NOCc1ccccc1)c1ccccn1	-7	10
O=C(CSc1nnc2ccc(-c3ccccn3)nn12)Nc1cccc(F)c1	19	28
CCN(CC)C(=O)C1=C(C)N(Cc2ccc(C(C)(C)C)cc2)C(=O)C(CC(=O)NC2CCCC2)C1 (centres undefined)	1	6
CCC(=O)Nc1ccc(C(=O)NNC(=O)CCCCC(=O)NNC(=O)c2ccc(NC(=O)CC)cc2)cc1	5	5
C[C@@H]1CN([C@@H](C)CO)C(=O)CCCn2cc(nn2)CO[C@H]1CN(C)C(=O)Oc1ccccc1	0	0
Cc1ccc(C(=O)N2CCC(N3CCC(C(=O)N4CCOCC4)CC3)CC2)cc1	2	-4
CCc1ccc(NC(=O)C(=O)NCCN2CCN(C(=O)c3ccc(OC)cc3)CC2)cc1	31	-97*

Other entries follow.
mol	KCNH2 WT inh	KCNH2 3.1 block
Cc1cccc(NC(=O)CSc2nc(=O)n(CCCN3CCOCC3)c3c2CCCC3)c1C	17	-4
COc1ccccc1CNC(=O)COC(=O)c1cnc(C)cn1	5	5
N#Cc1ccccc1OCC(=O)Nc1ccc2c(c1)OCO2	-11	0
Cc1cccc(NC(=O)CSc2nncn2N)c1C	14	6
CC1(C2CC2)NC(=O)N(CC(=O)N2CCN(c3ccccc3F)CC2)C1=O (centres undefined)	12	3

Shown with values under each structure: entries from further up.
Results follow in this order: KCNH2 WT inh | KCNH2 3.1 block
Cc1cc(F)ccc1S(=O)(=O)N1CCCOC1CNC(=O)C(=O)NCCc1ccco1 (centres undefined)
 : 22 | 3
O=C(CSc1n[nH]c(=O)n1CCc1ccccc1)NC1CCCC1
 : -34 | 13
CCCCN1C(=O)C(CC(=O)NC(c2ccccc2)c2ccccc2)CC(C(=O)N(C(C)C)C(C)C)=C1C (centres undefined)
 : 2 | -3
CCn1c(SCC(=O)NC2CC2)nnc1-c1ccccc1
 : -1 | 10
CCC(=O)N(C)C[C@H]1Oc2cc(-c3ccccc3F)ccc2S(=O)(=O)N([C@H](C)CO)C[C@H]1C
 : -14 | -1
Cc1ccc([C@@H]2CC(=O)[C@@H]3CN(S(=O)(=O)c4ccc(C)cc4)[C@H](c4ccc(Cl)cc4)C[C@@H]3N2S(=O)(=O)c2ccc(Cl)cc2)cc1
 : -4 | 10
COc1ccc(NC(=O)COC(=O)C2COc3ccccc3O2)cc1OC (centres undefined)
 : 1 | 5
O[C@H]1C[C@H](c2ccccc2)N(Cc2cccs2)C[C@@H]1n1cc(C2CC2)nn1
 : -1 | -11
COCOCCn1cc(CN2CCS(=O)(=O)N(Cc3ccc(-c4ccccc4)cc3)C(CC(C)C)C2=O)nn1 (centres undefined)
 : -11 | -29
COc1ccc([C@@H]2[C@@H](C)N(c3ccccc3)c3ccccc3C(=O)N2Cc2ccccc2)cc1
 : 6 | -23
CCCc1cc(C(=O)Nc2cccc(-c3nn[nH]n3)c2)sc1C
 : -10 | 10
C[C@@H]1CN([C@@H](C)CO)C(=O)c2cc(Br)cnc2O[C@H]1CN(C)C(=O)C1CC1
 : 3 | 5
CSC[C@H]1CN(CCc2ccccc2)C(=O)[C@@H]1CC(=O)Nc1ccccc1
 : -2 | -8
O=C(COc1cccc(Br)c1)N/N=C/c1ccc2c(c1)OCCO2
 : -24 | -2

The list is partial; rates above refer to the full screens.
